Assay outcomes from PubChem.
Gli-Sufu block: blocks Gli-Sufu signaling in a luciferase reporter | Sufu-KO-LIGHT fibroblasts, Gli luciferase reporter luminescence | inhibition, % at 5 µM | 340,000 compounds, 0.74% hits;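 active means inhibition above about 55%, limit read from the data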;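 further: 0% = DMSO-treated cells and 100% = wells with medium but no cells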
CXCR6 block: blocks human CXCR6 beta-arrestin recruitment. CHO-K1 PathHunter CXCR6 beta-arrestin, luminescence. AID 602244. inhibition, % at 20 µM. 360,000 compounds, 0.36% hits; in the data active means inhibition above about 34%, passing the limit was not always enough;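 further: antagonist mode with CXCL16 agonist at 10 nM final; 0% = 10 nM CXCL16 with DMSO and 100% = unstimulated wells without agonist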
697 NFkB inh: lowers PMA/ionomycin-induced NF-kB signal in 697 B cells; 697 B-cell NF-kB luciferase reporter, 16 h; inhibition, % at 4 µM; 330,000 compounds, 0.33% hits; AID 435022; in the data active means inhibition above about 35%
XBP1 UPR activ: adaptive UPR (XBP1) activation. CHO-XBP1 luciferase reporter, IRE1-XBP1 UPR activation, luminescence; percent of tunicamycin response, DMSO as zero. activation, % at 20 µM. 330,000 compounds, 0.33% hits. AID 463104;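 active means versus positive control, 20 µM dose yields 30% or more activation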;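 further: 100% = tunicamycin at 10 µg/mL and 0% = DMSO only wells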
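Assay system: CHO-XBP1 luciferase reporter cells; Schedule: 6 h treatment, 37 °C; Detection: glow luminescence from Steady-Glo reagent; Benchmarks: high control tunicamycin 10 µg/mL final, low control DMSO vehicle only.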
UPR CHOP act: activators of apoptotic arm of unfolded protein response (CHOP). CHO-CHOP luciferase reporter, UPR activation, luminescence; percent of tunicamycin response over DMSO baseline. activation, % at 10 µM. 330,000 compounds, 0.34% hits. AID 449763;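 active means at 10 µM dose, activation of 40% or more, normalized to positive control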;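 further: 100% = tunicamycin at 10 µg/mL and 0% = DMSO alone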
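Assay system: CHO cells with stable CHOP pathway luciferase reporter; Buffer or medium: F12 plus 10% serum; Times: 16-18 h cell attachment, then 6 h compound exposure, 37 °C; Signal: luciferase luminescence; Read-out basis: percent activation relative to tunicamycin control; Control set: tunicamycin high control, DMSO low control.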
CCR6 antagonist: blocks CCL20-driven beta-arrestin recruitment at human CCR6; inhibition, % at 20 µM; P51684; 340,000 compounds, 0.49% hits; AID 493098; CHO-K1 CCR6 PathHunter beta-arrestin, luminescence, CCL20-stimulated;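 active means compounds whose inhibition of the agonist-driven luminescence signal at 20 µM reaches about 50%, limit read from the data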;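 further: cells stimulated with CCL20 at 14 nM final; plate controls were DMSO with CCL20 for no effect and DMSO without agonist for full effect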
Mdm2 MdmX PPI: disrupts the human Mdm2-MdmX interaction; O15151+Q00987; SaOS-2 split-luciferase Mdm2/MdmX complementation, luminescence; inhibition, % at 8 µM; 330,000 compounds, 3% hits;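 active means inhibition of at least 50% at 8 µM in the primary screen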
Target sequence (O15151 whole entry, looked up): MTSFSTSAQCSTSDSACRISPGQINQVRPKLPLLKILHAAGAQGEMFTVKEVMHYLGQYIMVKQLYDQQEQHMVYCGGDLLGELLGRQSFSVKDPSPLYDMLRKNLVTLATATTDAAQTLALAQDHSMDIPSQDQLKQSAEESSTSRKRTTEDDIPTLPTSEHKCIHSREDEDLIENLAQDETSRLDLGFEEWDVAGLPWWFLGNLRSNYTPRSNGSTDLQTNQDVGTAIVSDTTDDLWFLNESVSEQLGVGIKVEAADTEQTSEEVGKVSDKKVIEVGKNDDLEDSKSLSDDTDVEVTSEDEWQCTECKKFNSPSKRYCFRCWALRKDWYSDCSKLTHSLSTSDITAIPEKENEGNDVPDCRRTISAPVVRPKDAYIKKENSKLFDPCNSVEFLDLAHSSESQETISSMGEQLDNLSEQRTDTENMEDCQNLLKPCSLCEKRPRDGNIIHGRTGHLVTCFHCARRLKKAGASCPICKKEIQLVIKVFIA
Target sequence (Q00987 whole entry, looked up): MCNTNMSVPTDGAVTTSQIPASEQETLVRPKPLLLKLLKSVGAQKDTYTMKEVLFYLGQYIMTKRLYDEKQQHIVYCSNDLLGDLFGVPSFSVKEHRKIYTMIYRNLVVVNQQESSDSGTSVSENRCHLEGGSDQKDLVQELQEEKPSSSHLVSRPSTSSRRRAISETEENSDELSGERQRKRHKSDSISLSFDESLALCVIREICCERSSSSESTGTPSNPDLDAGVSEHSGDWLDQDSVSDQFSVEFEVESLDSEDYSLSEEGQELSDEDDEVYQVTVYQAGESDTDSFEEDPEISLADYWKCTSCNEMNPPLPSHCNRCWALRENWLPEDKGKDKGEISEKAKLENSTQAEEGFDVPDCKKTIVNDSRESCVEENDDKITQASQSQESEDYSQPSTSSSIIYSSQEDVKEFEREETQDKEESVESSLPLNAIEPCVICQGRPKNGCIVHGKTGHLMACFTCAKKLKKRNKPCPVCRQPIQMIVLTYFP
EBI2 block: antagonists of human EBI2 receptor. EBI2 beta-arrestin recruitment, luminescence, 7a,25-OHC stimulated. inhibition, % at 5 µM. 360,000 compounds, 0.81% hits. AID 651636; in the data active means inhibition above about 38%;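 further: enzyme fragment complementation signal reports receptor beta-arrestin coupling in cells; 0% = agonist plus DMSO wells and 100% = wells without agonist; some results beyond the cut were filed as inactive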
Jurkat NFkB inh: lowers PMA/ionomycin-induced NF-kB signal in Jurkat cells. PMA/ionomycin-induced NF-kB luciferase reporter, luminescence. AID 435003. 330,000 compounds, 0.53% hits. inhibition, % at 4 µM; in the data active means inhibition above about 50%
* marks the source's active call; other numbers are inactive results; . = not tested or not shown.

The opening five records, to show the layout:
SMILES	Gli-Sufu block	CXCR6 block	697 NFkB inh	XBP1 UPR activ	UPR CHOP act	CCR6 antagonist	Mdm2 MdmX PPI	EBI2 block	Jurkat NFkB inh
O=C(Cn1cc(C(F)(F)F)ccc1=O)NCC1CCCO1 (configuration not stated)	-11	-5	31	-1	0.7	12	-27	0	-2
CCNc1nnc(CSc2nc3ccccc3s2)s1	-27	2	-4	4	2.5	-9	-9	4	-19
Cc1ccc(NC(=O)Cn2nc(C)c(S(=O)(=O)N(C)C)c2C)cc1	1	3	6	0	0.7	7	-2	-18	-6
CCCn1c(=O)c(C(=O)NNS(=O)(=O)c2ccc(NC(=O)OC)cc2)c(O)c2ccccc21	-1	2	23	0	1.7	9	3	5	7
O=C(O)c1cnc(-c2ccccc2)nc1C(F)(F)F	5	-9	10	-1	-1.1	10	14	11	5

This part in full, from the first entry:
SMILES	Gli-Sufu block	CXCR6 block	697 NFkB inh	XBP1 UPR activ	UPR CHOP act	CCR6 antagonist	Mdm2 MdmX PPI	EBI2 block	Jurkat NFkB inh
O=C(Cn1cc(C(F)(F)F)ccc1=O)NCC1CCCO1 (configuration not stated)	-11	-5	31	-1	0.7	12	-27	0	-2
CCNc1nnc(CSc2nc3ccccc3s2)s1	-27	2	-4	4	2.5	-9	-9	4	-19
Cc1ccc(NC(=O)Cn2nc(C)c(S(=O)(=O)N(C)C)c2C)cc1	1	3	6	0	0.7	7	-2	-18	-6
CCCn1c(=O)c(C(=O)NNS(=O)(=O)c2ccc(NC(=O)OC)cc2)c(O)c2ccccc21	-1	2	23	0	1.7	9	3	5	7
O=C(O)c1cnc(-c2ccccc2)nc1C(F)(F)F	5	-9	10	-1	-1.1	10	14	11	5
Cn1c(N=NC(=O)c2ccccc2)c(O)c2ccccc21	-53	11	-102	-4	0.0	17	-24	-1	-101
Clc1ccc(-c2noc(CN(Cc3ccccn3)CC3CCCO3)n2)cc1 (configuration not stated)	-1	-4	15	-1	-1.6	7	-2	6	4
CNC(=O)/C(C#N)=C/c1c(N2CCN(c3cccc(Cl)c3)CC2)nc2c(C)cccn2c1=O	44	14	-1	1	0.5	22	17	-4	-1
Cc1cc2ncn(CC(O)COC3CCCCC3)c2cc1C (configuration not stated)	-1	-20	-20	-8	-1.6	17	-5	-14	-6
COCc1c(C(=O)N/N=C/c2ccco2)nnn1-c1nonc1N	-16	1	16	1	0.3	6	13	-2	18
CC1CCC2(CC1)NC(=O)N(NC(=O)C1CCN(C(=O)c3ccc(Cl)cc3)CC1)C2=O (configuration not stated)	6	8	7	0	1.0	4	10	2	3
O=S(=O)(Nc1ccc(Cc2ccncc2)cc1)c1ccc(Cl)cc1	27	-17	-2	-3	-1.9	12	11	3	19
Cc1ccccc1/C=c1\s/c(=C\C(=O)C(C)(C)C)[nH]c1=O	11	4	-5	0	0.6	11	49	21	8
O=C(/C=C/c1ccco1)N(c1ccccn1)c1ccccn1	0	-5	-3	0	0.7	-8	2	-2	4
Cc1ccccc1-c1cc(C(=O)Nc2nc3c(s2)CCCC3)c2ccccc2n1	-12	3	-22	-1	-1.4	9	62*	-1	14
Cc1ccc(C2CC(c3cccc(Br)c3)n3nc(N)nc3N2)cc1 (configuration not stated)	2	4	8	4	1.6	19	-30	2	4
COC(=O)C(NC(=O)c1ccccc1)c1ccccc1 (configuration not stated)	-3	-2	16	2	-1.2	3	6	-2	3
CCCn1c(=O)[nH]c(=O)c2c1nc(-c1ccc(OC)c(Br)c1)n2CCOC	4	1	17	5	0.9	11	6	2	7
CC(=O)C1C(c2ccncc2)NC(=O)NC1(O)C(F)(F)F (configuration not stated)	4	-1	4	0	-1.0	5	-13	0	9
Cc1ccc(CSCC(=O)Nc2c(C)n(C)n(-c3ccccc3)c2=O)cc1	-9	6	15	-6	0.3	1	-22	-5	1
NC(=O)c1cc(-c2ccncc2)nc2ccc(Cl)cc12	-3	5	11	0	0.3	-2	10	2	-3
COc1nc(NCCC2=CCCCC2)nc(OC)n1	99*	0	-4	3	2.3	-27	1	9	5
CC(C)(C)NS(=O)(=O)c1ccc(CCC(=O)NCc2ccc3c(c2)OCO3)cc1	-8	2	-10	-4	2.2	-4	5	-1	13
COc1ccc(CCNC(=O)Cc2cc3c(cc2[N+](=O)[O-])OCO3)cc1OC	-7	5	.	.	.	-1	.	-2	.
CCC(NS(=O)(=O)c1ccc(C)cc1)C(=O)O (configuration not stated)	-1	-3	-5	0	0.3	-4	2	-3	0
Cc1ccc2oc(=O)c(/C=C(\O)c3cccs3)nc2c1	0	-6	-13	-2	0.2	4	-13	0	-23
Cc1ccc(S(=O)(=O)NNC(=O)c2ccc3ccccc3n2)cc1	1	7	4	-2	-2.0	17	31	-8	9
Cn1c(=O)oc2cc(S(=O)(=O)NCCC(=O)NCCc3ccc(Cl)cc3)ccc21	-2	-7	19	-1	-1.8	-9	13	12	12
Cc1ccc(C(=O)C2CCN(C(=S)NCCCOC(C)C)CC2)cc1	1	7	9	-4	0.8	5	14	8	5
Nc1nnc(COc2cccc(C(F)(F)F)c2)s1	-3	-3	-10	2	-0.3	0	18	-7	-10

As entered above.
Value of CC(=O)C1C(c2ccncc2)NC(=O)NC1(O)C(F)(F)F (configuration not stated) under Mdm2 MdmX PPI: -13
Value of CCCn1c(=O)[nH]c(=O)c2c1nc(-c1ccc(OC)c(Br)c1)n2CCOC under CXCR6 block: 1

(further entries)
SMILES	Gli-Sufu block	CXCR6 block	697 NFkB inh	XBP1 UPR activ	UPR CHOP act	CCR6 antagonist	Mdm2 MdmX PPI	EBI2 block	Jurkat NFkB inh
NNC(=O)c1sc2nc(N3CCOCC3)c3c(c2c1N)CCCC3	-2	2	20	3	-2.0	1	20	11	2
Cc1ccc(C)c(C(C)NC(=O)Cc2cccs2)c1 (configuration not stated)	-11	-2	1	-4	-2.5	-3	16	-9	-8
NC(=O)c1nsc(C(=O)N(CC(=O)NCc2ccccc2)c2cccc(F)c2)c1N	17	8	13	0	1.4	14	14	2	19
CC1CCN(Cc2c(C(=O)N/N=C/c3ccc(C(C)(C)C)cc3)nnn2-c2nonc2N)CC1	22	10	-54	178*	202*	-1	50*	17	-5
Cn1cncc1C#Cc1c(-c2ccc(S(C)(=O)=O)cc2)sc2ccccc12	2	-13	-15	12	7.5	-4	65*	9	-13
Cc1ccc(OCC(=O)Nc2ccc3c4c(cccc24)CC3)c(C)c1	7	-17	2	7	0.7	-2	47	2	7
CCN(C(=O)c1ccc(Br)cc1)c1ccccc1	16	-2	12	-2	-2.3	-7	17	-4	-12
CC(C)C(c1nnnn1C1CCCCC1)N1CCN(C(=O)c2ccco2)CC1 (configuration not stated)	15	-14	-10	2	-0.1	-2	18	-16	8
CC1CCCCC12NC(=O)N(CC(=O)Nc1ccc(OC(F)F)cc1)C2=O (configuration not stated)	-3	7	-4	1	0.2	-2	-2	5	12
O=C(C[C@H]1C/C=C\CC[C@@H](Cc2ccc(F)cc2)C(=O)OC[C@H]2CCCN2C1=O)N[C@@H](CO)Cc1ccccc1	1	6	-12	0	0.9	19	8	8	-3
c1cn2c(NC3CCCC3)c(-c3ccc(N4CCOCC4)cc3)nc2cn1	-42	-2	-31	1	5.4	1	14	6	2
O=C(NCc1ccco1)Nc1ccccc1Cl	-49	-6	-4	0	1.0	-6	-11	-11	-12
O=C(Nc1ccc(S(=O)(=O)Nc2nccs2)cc1)c1c(F)c(F)c(F)c(F)c1F	5	-5	-27	-2	-0.2	8	11	15	-3
Cc1cc(C)c2c(N)c(C(=O)c3ccccc3)sc2n1	-1	3	1	2	0.2	15	8	8	-8
CCCCn1c(SCc2nc(N)nc(N3CCCCC3)n2)nc2c1c(=O)n(C)c(=O)n2C	5	-2	-41	0	-1.1	-1	-3	-7	3
Cc1c(Cl)c([N+](=O)[O-])nn1CC(=O)NC12CC3CC(CC(C3)C1)C2	-1	-1	-10	1	-0.6	13	8	3	-18
COCCCNC(=O)/C=C/c1ccc(Cl)cc1	-24	3	-15	1	4.2	8	11	11	-37
CCC(=O)Nc1cc(Cl)ccc1C(=O)O	2	-8	-12	-1	-2.4	3	-12	1	2
Cc1nn(Cc2ccccc2)c(Cl)c1C(=O)OCc1nnc(-c2ccccc2)o1	2	-2	-14	0	0.8	10	25	4	-1
CSCC(C)N1CCC(N2CCC(C(=O)NCc3ccccn3)CC2)CC1 (configuration not stated)	8	0	7	-3	2.2	3	6	0	-1
CC(=O)Nc1ccc(C(=O)/C=C/c2ccc[nH]2)cc1	3	3	-21	2	5.9	12	2	5	-9
Cn1c(/C(C#N)=C/C2CC=CCC2)nc2ccccc21 (configuration not stated)	-12	7	-12	5	4.3	-6	16	16	-16
CN1CCN(C(=O)CN(Cc2ccccc2)S(C)(=O)=O)CC1	-1	1	6	0	-2.0	4	7	-11	8
COc1ccc(C(CCN(Cc2ccc(OC)c(OC)c2)C(=O)CCl)c2ccccc2)cc1 (configuration not stated)	6	11	0	-9	4.5	11	100*	15	-3
CCCCn1c(N)c(N(CC)C(=O)c2ccco2)c(=O)[nH]c1=O	0	0	1	2	2.5	4	10	-13	4
COc1ccc(OC)c(CN2CCCC(CO)C2)c1 (configuration not stated)	59*	5	16	-5	0.1	3	-9	-11	5
Cc1ccccc1N1CCN(c2ccccc2NC(=O)/C=C\C(=O)O)CC1	-17	13	.	.	.	14	.	5	.
Nc1nc(NCC(=O)O)nc(NCc2ccccc2)c1[N+](=O)[O-]	5	-14	-3	-1	2.9	5	-6	-3	-15
CCOC(=O)C1CCN(C(=O)CNS(=O)(=O)c2ccc(Br)s2)CC1	7	2	-7	-2	-1.2	-4	5	-6	-1
Cc1ncc(CN2CCC(C(=O)Nc3cccc(-c4cscn4)c3)CC2)cn1	0	-2	3	-7	0.7	-1	11	-3	8
CCCn1c2ccc(C)cc2c2n[nH]c(=S)nc21	31	2	18	10	-0.7	7	21	-1	-3
CCN1CCN(S(=O)(=O)c2cccc3nsnc23)CC1	0	-1	18	-5	-0.1	3	20	-1	10
O=C(c1cnn2c(C(F)F)cc(-c3ccccc3)nc12)N1CCSCC1	3	-6	-29	3	0.5	4	-30	-3	-1
O=S(NC1CCCCC1)C12CC3CC(CC(C3)C1)C2 (configuration not stated)	1	0	13	-1	-0.1	-7	13	-4	3
COc1ccc(N2CCN(C(=O)c3ccc(NS(=O)(=O)c4ccc(F)cc4)cc3)CC2)cc1	-10	-9	-15	-1	0.8	-7	1	2	-7
O=C(CN1C(=O)C2C3C=CC(C3)C2C1=O)Nc1nc(SCc2ccc(Cl)cc2)n[nH]1 (configuration not stated)	-4	13	8	1	-1.9	-13	10	-2	1
Cc1cc(Nc2ccccc2)nc(-c2ccccc2O)n1	-47	1	-9	5	3.3	-5	-18	22	-31
c1cnc2c(OCc3cn4cccnc4n3)cccc2c1	-11	-7	26	4	1.0	-55	-6	-7	3
CC(C)N1CC2(c3ccccc3)CN(C(C)C)CC(c3ccccc3)(C1)C2=O	-9	10	13	-1	0.8	-13	-5	-5	0
O=C(CN1CCC(C(O)(c2ccccc2)c2ccccc2)CC1)Nc1cc(Cl)ccc1Cl	-15	8	-103	-3	1.4	8	54*	4	-23
Nc1nnc(N2CCc3ccccc32)s1	19	-13	7	4	2.2	-3	-19	-14	-9
